From PubChem BioAssay
HEK293 NOD2/NF-kB: NOD2 signaling inhibitors, cell-based, luminescence, uHTS, HEK293 (AID 1566); HEK293 NOD2/NF-kB luciferase reporter, luminescence; higher % means a stronger effect; inhibition, % at 4 µM, or EC50 in µM where a hit was titrated; 0.63% of 290,000 active; also: many of its hits are not listed in these tables
CSM14.1 death rescue: rescue of cells from ER stress-induced death, primary screen, 384-well, CSM14.1, thapsigargin, ATP luminescence (AID 1222) | cellular ATP content (survival), % at 20 µM, or EC50 in µM where a hit was titrated | CSM14.1 thapsigargin-induced death rescue, ATP luminescence; higher % means a stronger effect | 190,000 tested, under 10 active;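 active = EC50 below 50 µM in the dose-response confirmation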;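 also: death triggered by thapsigargin at about 15 µM added after 2 h compound pretreatment; cell ATP read after overnight thapsigargin exposure of roughly 18 to 22 hours; normalized against plate controls of thapsigargin alone and 5% DMSO vehicle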
Lipid droplet: hepatic lipid droplet formation modulation; inhibition, % at 6.5 µM; AML12 mouse hepatocytes, oleate lipid droplets, BODIPY imaging; 0.4% of 240,000 active;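 active = lipid droplet intensity inhibited by at least 50%, with more than 500 cells counted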
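material = mouse AML12 hepatocyte cell line, fixed after treatment | also added = 100 µM oleic acid challenge | doses = compound at 6.5 µM only | schedule = overnight exposure | technique = Image-based BODIPY and DAPI two-channel analysis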
P. falciparum M17LAP: P. falciparum M17LAP inhibitors, primary screen, biochemical, fluorogenic H-Leu-NHMec substrate, 1536-well (AID 1619) | recombinant M17LAP, H-Leu-NHMec fluorogenic kinetic assay; higher % means a stronger effect | inhibition, % at 30 µM, or IC50 in µM where a hit was titrated | 0.38% of 220,000 active;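 active = compound inhibiting the enzyme by more than half at any dose during confirmatory dose-response retesting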;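 also: plate controls were full reaction with DMSO carrier for no effect and no enzyme background for full effect; strong numbers were not always called active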
AID2073: disruptors of CaV2.2 binding to Mint1 – biochemical, HTRF (AID 2073) | 0.19% of 290,000 active | HTRF protein-protein interaction, Mint1-CaV2.2; higher % means a stronger effect | inhibition, % at 20 µM; hits with a dose series show IC50 in µM; in the data active = inhibition mostly above about 51%, no sharp cut-off; also: some results filed as inactive read as strong as hits
M1AAP inhibition: malaria alanyl aminopeptidase activity blockers – biochemical, fluorogenic H-Leu-NHMec substrate, 1536-well (AID 1445); 0.42% of 220,000 active; recombinant M1AAP, H-Leu-NHMec fluorogenic kinetic assay; higher % means a stronger effect; inhibition, % at 30 µM, or IC50 in µM where a hit was titrated;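 active = primary inhibition above the hit cutoff, then over 50% inhibition at one or more dose response concentrations, cut at about 23% in these data, passing the limit was not always enough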;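 also: plate controls were DMSO full reaction for no effect and no enzyme background for full effect; strong numbers were not always called active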
LYP inhibition: PTPN22 lymphoid phosphatase activity blockers – biochemical, fluorescence intensity, uHTS (AID 1779); recombinant LYP phosphatase, fluorescence intensity; higher % means a stronger effect; one-dose inhibition, % at 11.5 µM; IC50 in µM for titrated hits; 0.054% of 290,000 active;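 also: plate controls were vehicle with enzyme for no effect and no enzyme for full effect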
XIAP antagonists: small molecules displacing peptide from XIAP – biochemical, IAP family, fluorescence polarization (AID 1018); XIAP BIR domain, fluorescence polarization peptide displacement; higher % means a stronger effect; displacement, % at 20 µM; hits with a dose series show IC50 in µM; 0.007% of 200,000 active; in the data active = displacement above about 50%; also: a part of the inactive calls stands beside numbers as strong as those of hits
SIAH1 antagonists: Siah-1 peptide-binding antagonists, primary screen, biochemical, fluorescence polarization, rhodamine-plectin, uHTS (AID 1817); Siah-1 / rhodamine-plectin peptide fluorescence polarization; higher % means a stronger effect; one-dose displacement, % at 20 µM; IC50 in µM for titrated hits; 0.02% of 290,000 active;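 active = displacement of at least 50% at 20 µM, with a fluorescence ratio check between 0.3 and a set limit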;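 also: plate controls were Siah plus tracer with DMSO for no effect and tracer alone without Siah for full effect; strong numbers were not always called active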
Lipid droplet cells 6.5 µM: also measured in Lipid droplet; calls as there; cell count; measured here: cell count, cytotoxicity flag;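 cells counted across two imaged fields per well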
The depositor's hits bear a star; x = not tested or not shown. Rule as the data show it, unless noted: active = inhibition above about 50%; inactive = the rest. An excerpt; the hit share may differ from the screen's.

entry	SMILES	HEK293 NOD2/NF-kB	CSM14.1 death rescue	Lipid droplet	Lipid droplet cells 6.5 µM	P. falciparum M17LAP	AID2073	M1AAP inhibition	LYP inhibition	XIAP antagonists	SIAH1 antagonists
1	CCC(CC)C(=O)Nc1cc(C(=O)OC)cc(C(=O)OC)c1	12%	-2.5%	-10	749	2%	-3%	2%	3%	-1.4%	2%
2	Cc1nc2c(Cl)cccc2c2c1CC(CBr)O2 (stereo not drawn)	10%	x	0	856	x	4%	x	-4%	x	1%
3	COc1cccc(N2CC(C(=O)Nc3nnc(SCC(=O)N4CCCC4)s3)CC2=O)c1 (stereo not drawn)	-3%	x	12	665	x	-24%	x	1%	x	0%
4	OCCCNC(=S)Nc1ccc2nccnc2c1	12%	0.2%	10	699	16%	5%	7%	-1%	-1.4%	-4%
5	CCOc1ccc(NS(=O)(=O)c2ccc3[nH]c(=O)oc3c2)cc1	3%	1.4%	x	x	9%	-1%	-3%	0%	-4.2%	-4%
6	O=C(O)c1ccc(S(=O)(=O)N(Cc2ccccc2)Cc2ccccc2)cc1	-4%	x	-9	822	x	9%	x	-7%	x	0%
7	Cc1ccc(CNC(=O)Nc2ccc(C)cc2)cc1	-33%	-1.3%	-5	726	0%	7%	1%	1%	-14%	1%
8	COc1ccc(C(=O)NCCn2cc(SCC(=O)N3CCOCC3)c3ccccc32)cc1	-12%	-1.6%	x	x	4%	8%	9%	-1%	0.8%	0%
9	C/C(=N\NC(=O)c1cccc(S(=O)(=O)N2CCOCC2)c1)c1ccc(C#N)cc1	20%	x	-4	813	x	-5%	x	-7%	x	-4%
10	CCOc1ccccc1OCCC(=O)Nc1ccc(F)c(Cl)c1	1%	-7.9%	6	609	-15%	-4%	12%	-7%	-2.3%	6%
11	CCOC(=O)c1c(N)c2cc([N+](=O)[O-])cnc2n1C	13%	x	-6	677	0%	-12%	2%	-2%	x	11%
12	COc1cccc(NC(=O)CN(C)C(C)C(=O)Nc2ccc(S(=O)(=O)N3CCOCC3)cc2)c1 (stereo not drawn)	-22%	x	-12	710	-10%	2%	1%	-6%	x	-8%
13	COc1ccccc1N1CCN(S(=O)(=O)CCNC(=O)c2ccc(OC(C)C)cc2)CC1	23%	x	-2	824	x	-10%	x	-10%	x	4%
14	Cc1ccc(N(CC(=O)NC2CCCCC2)C(=O)CNC(=O)c2ccco2)cc1C	-12%	x	-5	809	x	-1%	x	-10%	x	-5%
15	Cc1ccc(NS(=O)(=O)c2ccc(CCC(=O)N3CCOCC3)cc2)cc1	3%	-3.1%	-14	737	3%	-6%	10%	-7%	-6.9%	-5%
16	O=C(OCCN1CCN(c2ncc(C(F)(F)F)cc2Cl)CC1)c1ccc(Cl)cc1	15%	2.4%	-2	617	1%	4%	0%	6%	-7.3%	-2%
17	CC(=O)C1=C(C)OC(N)=C(C#N)C1c1cccc2ccccc12 (stereo not drawn)	-2%	x	-12	634	11%	-24%	0%	-5%	x	1%
18	Cc1ccc2cccc(OCC(=O)N3CC(C)CC(C)C3)c2n1 (stereo not drawn)	15%	-2.1%	-17	621	32%	11%	14%	1%	-1.0%	-1%
19	Cc1ccc2c(CC(=O)NNC(=O)c3ccccc3)coc2c1	-10%	-0.6%	3	689	19%	-1%	2%	-5%	-5.6%	6%
20	CC(C)[C@H](NC(=O)c1ccccc1Cl)C(=O)OCc1cc(=O)n2cc(Br)ccc2n1	8%	-1.7%	5	736	3%	-6%	7%	-5%	-2.3%	-8%
21	CN1CCCC(CN2c3ccccc3Sc3ccccc32)C1 (stereo not drawn)	1%	x	10	766	x	2%	x	-10%	x	-12%
22	CCC(=O)N(C1=C(NC(C)C)C(=O)c2ccccc2C1=O)C(C)C	14%	2.6%	-10	690	1%	-9%	15%	-7%	0.1%	-1%
23	COc1ccc(-c2cc(C#N)nc(NN)n2)cc1	-12%	x	x	x	15%	13%	5%	1%	x	2%
24	Cc1cc(C(=O)N/N=C/c2cccc(Cl)c2Cl)no1	-42%	2.4%	2	758	8%	6%	0%	-4%	-5.7%	-5%

Compound profiles, from the list above. Order of values: HEK293 NOD2/NF-kB	CSM14.1 death rescue	Lipid droplet	Lipid droplet cells 6.5 µM	P. falciparum M17LAP	AID2073	M1AAP inhibition	LYP inhibition	XIAP antagonists	SIAH1 antagonists
Entry for Cc1ccc2c(CC(=O)NNC(=O)c3ccccc3)coc2c1 → -10%	-0.6%	3	689	19%	-1%	2%	-5%	-5.6%	6%
Entry for CC(C)[C@H](NC(=O)c1ccccc1Cl)C(=O)OCc1cc(=O)n2cc(Br)ccc2n1 → 8%	-1.7%	5	736	3%	-6%	7%	-5%	-2.3%	-8%
Entry for Cc1cc(C(=O)N/N=C/c2cccc(Cl)c2Cl)no1 → -42%	2.4%	2	758	8%	6%	0%	-4%	-5.7%	-5%
Entry for O=C(OCCN1CCN(c2ncc(C(F)(F)F)cc2Cl)CC1)c1ccc(Cl)cc1 → 15%	2.4%	-2	617	1%	4%	0%	6%	-7.3%	-2%
Entry for CC(=O)C1=C(C)OC(N)=C(C#N)C1c1cccc2ccccc12 (stereo not drawn) → -2%	x	-12	634	11%	-24%	0%	-5%	x	1%

The results go on:
entry	SMILES	HEK293 NOD2/NF-kB	CSM14.1 death rescue	Lipid droplet	Lipid droplet cells 6.5 µM	P. falciparum M17LAP	AID2073	M1AAP inhibition	LYP inhibition	XIAP antagonists	SIAH1 antagonists
25	Cc1ccc(CN2CCC(N3CC(C)OC(C)C3)CC2)cc1 (stereo not drawn)	-22%	x	26	852	x	-4%	x	-1%	x	3%
26	CCC(=O)Nc1ccc(Cl)c(-c2nc3ncccc3o2)c1	-12%	x	-2	818	x	13%	x	-8%	x	-1%
27	Cc1cc(N=Nc2ccccc2)c(NCC(O)C(O)C(O)CO)cc1C (stereo not drawn)	-4%	-8.4%	2	668	8%	-16%	17%	0%	-3.6%	7%
28	CC1CCCC(C)N1C(=O)CSCc1ccc(Cl)cc1 (stereo not drawn)	0%	-1.9%	-5	791	4%	2%	10%	3%	-1.0%	2%
29	CCCNS(=O)(=O)c1cccc2cccnc12	-9%	-1.4%	x	x	3%	2%	6%	-7%	-12%	-1%
30	CCOC(=O)N1CCN(c2ncnc3scc(-c4ccc(Cl)cc4)c23)CC1	15%	x	-2	803	x	0%	x	-5%	x	-2%
31	Cc1onc(C(=O)N2CCN(Cc3ccccc3)CC2)c1[N+](=O)[O-]	8%	-3.8%	4	705	-4%	2%	0%	-6%	-3.6%	7%
32	O=C(NCCc1ccc(Cl)cc1)c1cc(S(=O)(=O)N2CCCCC2)c[nH]1	-13%	x	0	732	x	1%	x	8%	x	2%
33	COC(=O)c1ccc(NC(=O)c2ccc3c(c2)C(=O)N(Cc2cccnc2)C3=O)cc1	5%	x	-17	633	x	1%	x	-6%	x	-4%
34	O=c1c2sccc2[nH]c(=S)n1-c1ccccc1	-19%	x	0	693	5%	-51%	3%	-6%	x	15%
35	CC(C)(C)C(=O)Cn1ncc(N2CCCC2)c(Br)c1=O	-62%	6.3%	x	x	21%	25%	11%	5%	-4.6%	4%
36	COc1ccc(-n2ccnc(SCC(=O)NCc3ccccc3Cl)c2=O)cc1	14%	x	14	705	x	-7%	x	-4%	x	-3%
37	CCCCCCCCCOC(=O)C(CC(=O)O)N1CCOCC1 (stereo not drawn)	-3%	-3.6%	-11	708	22%	-4%	1%	-6%	-3.9%	-1%
38	Cc1ccc(NC(=O)c2cc(N3C(=O)CCC3=O)ccc2N2CCOCC2)cc1	11%	-0.7%	-10	750	24%	-4%	2%	-8%	-2.4%	4%
39	Cc1c(Br)c([N+](=O)[O-])nn1CC(=O)c1ccccc1	20%	0.7%	-8	686	11%	-2%	3%	-7%	-4.4%	8%
40	CCCOc1cccc(C2/C(=C(\O)c3ccc4c(c3)OCCO4)C(=O)C(=O)N2CCCn2ccnc2)c1 (stereo not drawn)	7%	x	10	760	x	29%	x	-9%	x	-2%
41	CCOC(=O)COc1ccc(N)cc1CC(NC(C)=O)(C(=O)OCC)C(=O)OCC	-104%	-1.4%	x	x	-1%	-9%	6%	0%	-6.9%	-1%
42	Cc1oc2nc(SCC(=O)NCc3cccnc3)nc(N)c2c1C	7%	-0.9%	10	743	10%	-1%	5%	-10%	-3.5%	4%
43	COC(CNC(=O)CCCn1nnnc1CN1CCOCC1)c1cccs1 (stereo not drawn)	8%	x	-1	682	x	0%	x	-6%	x	3%
44	COc1ccc(-c2cc(C(F)(F)F)nc(SCC(=O)Nc3cc(C)on3)n2)cc1OC	4%	0.0%	x	x	-8%	6%	6%	-6%	-1.2%	-2%
45	CCOC(=O)c1c(C)n(C)c2ccc(OC(=O)c3ccoc3)cc12	7%	-0.6%	x	x	10%	-12%	4%	-6%	-3.2%	2%
46	Cc1nc(-c2ccccn2)nc(N(C)c2ccccc2)c1Cl	18%	x	-1	799	x	9%	x	-4%	x	1%
47	O=C(NCCNC(=O)c1ccccc1O)c1ccccc1O	9%	x	-5	809	x	0%	x	-6%	x	-3%
48	O=C(Nc1ccncc1)c1cccc2ccccc12	19%	x	-3	692	7%	1%	6%	3%	x	6%

Quoted at random: two records from the list.
entry	SMILES	HEK293 NOD2/NF-kB	CSM14.1 death rescue	Lipid droplet	Lipid droplet cells 6.5 µM	P. falciparum M17LAP	AID2073	M1AAP inhibition	LYP inhibition	XIAP antagonists	SIAH1 antagonists
39	Cc1c(Br)c([N+](=O)[O-])nn1CC(=O)c1ccccc1	20%	0.7%	-8	686	11%	-2%	3%	-7%	-4.4%	8%
29	CCCNS(=O)(=O)c1cccc2cccnc12	-9%	-1.4%	x	x	3%	2%	6%	-7%	-12%	-1%

New compounds follow:
entry	SMILES	HEK293 NOD2/NF-kB	CSM14.1 death rescue	Lipid droplet	Lipid droplet cells 6.5 µM	P. falciparum M17LAP	AID2073	M1AAP inhibition	LYP inhibition	XIAP antagonists	SIAH1 antagonists
49	O=C(CN1CCC(NC(=O)c2ccccc2F)CC1)NCc1ccc(F)cc1	12%	3.0%	-1	774	12%	7%	27%*	-14%	-7.4%	-2%
50	Cc1ccc(S(=O)(=O)Nc2cc(=O)[nH]c(SCc3ccccc3Cl)n2)cc1	-1%	-1.9%	-14	621	-11%	-6%	6%	3%	-0.7%	10%
51	O=C(NCc1ccco1)C1CC(c2ccc(F)cc2)=NO1 (stereo not drawn)	2%	x	0	742	-1%	9%	5%	-1%	x	2%
52	COc1cc(NC(=O)CNc2cccc(S(=O)(=O)N3CCCC3)c2)cc(OC)c1	26%	x	-45	688	x	9%	x	-6%	x	1%
53	CN1CCc2c(sc(NC(=O)c3ccc([N+](=O)[O-])o3)c2C(N)=O)C1	20%	x	-11	791	x	-6%	x	-7%	x	-10%
54	CCOc1ccc(N(CC(=O)Nc2ccc(C)c(C)c2)S(=O)(=O)c2c(C)[nH]c(=O)[nH]c2=O)cc1	32%	x	-1	716	-5%	35%	-5%	-6%	x	-3%
